Assay outcomes deposited in PubChem BioAssay by National Center for Advancing Translational Sciences (NCATS).
Shiga toxin inh = Shiga toxin inhibition. AID 2315. Vero cells, Shiga toxin protein synthesis inhibition reporter. inhibition, % at 38.7 µM. 290,000 compounds, 9.2% hits; in the data active = inhibition mostly above about 28%, no sharp cut-off; inactive = mostly below about 43%; also: 0% is about no effect
HCV inhibitor = blocks hepatitis C virus; 340,000 compounds, 3.4% hits; Potency, µM (highest dose often 41.8 µM), without a hit: top-dose activity change, negative = inhibition, usual class: inhibitors; AID 651820; Huh7.5.1 HCVcc-Cre infection, luciferase reporter, 44 h; also: potency is read from the fitted curve at half-maximal effect; % is scaled to controls: 0 for no effect and ±100 for the full control effect
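1,000 cells/well; 4 h culture; + compound; + HCVcc-Cre (~0.5 moi); 44 h; luciferase substrate, RT 15 min; read 15 sec.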
Cycloheximide cs = counter-screen hit for Shiga toxin inhibitors, cycloheximide; 300,000 compounds, 12% hits; max response, %; cell reporter, cycloheximide protein synthesis inhibition counterscreen; in the data active = max response mostly above about 13%, no sharp cut-off; inactive = mostly below about 14%; also: read at 38.3 µM for the half of the compounds with a filed dose; 0% is about no effect
TbPYK inhibitor = blocks Trypanosoma brucei pyruvate kinase; 410,000 compounds, 0.12% hits; AID 624173; TbPYK enzyme, Kinase-Glo Plus ATP luminescence, 45 min; Potency, µM (top dose mostly 76.8 µM), for the others: at the top dose activity, negative = inhibition, most hits filed as inhibitors; also: potency is read from the fitted curve at half-maximal effect; % is scaled to controls: 0 for no effect and ±100 for the full control effect; nearly all actives have a fitted effect of over 50% in size
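Glycolytic pyruvate kinase of T. brucei was incubated with substrate, test compound and 130 uM ADP for 45 minutes at room temperature. Luminescent Kinase-Glo Plus signal was measured after 10 minutes.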
LmPK inhibitor = LmPK (Leishmania mexicana) enzyme inhibition; Q27686; purified LmPK, Kinase-Glo ATP luminescence, 1 h; Potency, µM (doses to about 57.5 µM), without a hit: top-dose activity change, negative = inhibition, most hits filed as inhibitors; 290,000 compounds, 0.37% hits; AID 1721; also: potency is read from the fitted curve at half-maximal effect; % is scaled to controls: 0 for no effect and ±100 for the full control effect
Target sequence (Q27686 whole entry, looked up): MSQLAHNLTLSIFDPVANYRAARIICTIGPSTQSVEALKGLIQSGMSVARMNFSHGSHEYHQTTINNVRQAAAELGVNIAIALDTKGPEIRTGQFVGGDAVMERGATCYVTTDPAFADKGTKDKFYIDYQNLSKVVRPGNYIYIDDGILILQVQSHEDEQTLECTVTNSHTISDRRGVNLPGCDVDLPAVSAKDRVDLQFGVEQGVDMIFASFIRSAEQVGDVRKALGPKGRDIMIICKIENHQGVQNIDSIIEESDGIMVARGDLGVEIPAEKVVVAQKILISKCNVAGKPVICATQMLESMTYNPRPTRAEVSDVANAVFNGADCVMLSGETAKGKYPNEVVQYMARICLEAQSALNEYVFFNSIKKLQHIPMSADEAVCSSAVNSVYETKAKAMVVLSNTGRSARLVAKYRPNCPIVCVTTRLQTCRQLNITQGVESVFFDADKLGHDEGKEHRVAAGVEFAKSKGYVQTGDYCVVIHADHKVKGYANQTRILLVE
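Purified LmPK (0.1 nM) with 0.5 mM PEP and 0.1 mM ADP in imidazole buffer pH 7.2 with MgCl2/KCl, 1 h at room temperature. ATP formed was read by luciferase luminescence and normalized to no-enzyme and uninhibited controls.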
Pf growth 48h = inhibits P. falciparum growth in the first generation, 48 h; P. falciparum luciferase growth in erythrocytes, 48 h; Potency, µM (top dose mostly 28.7 µM), inactives show at the top dose activity change, negative = inhibition, usual class: inhibitors; 310,000 compounds, 5.9% hits; AID 504832; also: potency is read from the fitted curve at half-maximal effect; % is scaled to controls: 0 for no effect and ±100 for the full control effect
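Cell-based growth assay: transgenic P. falciparum expressing firefly luciferase, cultured in red cells within RPMI 1640 containing 0.5% w/v Albumax, 24 mM bicarbonate and gentamycin. A drop in luciferase activity indicates inhibition.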
Pf growth 96h = P. falciparum growth inhibition at 96 hours; P. falciparum luciferase reporter growth, 96 h; AID 504834; 320,000 compounds, 6.9% hits; Potency, µM (doses to about 28.7 µM), for inactives: at the top dose activity change, negative = inhibition, actives largely listed as inhibitors; also: potency is read from the fitted curve at half-maximal effect; % is scaled to controls: 0 for no effect and ±100 for the full control effect
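Compounds incubated with erythrocytes infected by luciferase-expressing P. falciparum (2% hematocrit, 0.05% parasitemia final) for 96 hours, 37 C in 5% CO2. Growth inhibition scored as decreased luciferase luminescence.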
Numbers without * were called inactive; ? = inconclusive; . = not tested or not shown; & = joins results of further samples; [ ] = remark or other dose. Unless noted, calls follow the shape of the dose curve; as a rule, active = well fitted curve in the direction sought with a large enough effect; inconclusive = small, poorly fitted or top-dose-only effect, or another doubt; inactive = no such curve, though single readings can be large; an effect the other way counts as inactive or inconclusive.

SMILES	Shiga toxin inh	HCV inhibitor	Cycloheximide cs	TbPYK inhibitor	LmPK inhibitor	Pf growth 48h	Pf growth 96h
CC1=CCC(C(=O)O)(C(=O)N/N=C/c2cccs2)C(c2ccc(F)cc2)C1 (stereo unspecified)	-6	-19%	-2	-4%	4%	-12%	.
CN(C(=O)CN1C(=O)S/C(=C\c2ccc(Cl)cc2)C1=O)C1CCS(=O)(=O)C1 (stereo unspecified)	-6	17%	2	6%	-2%	-12%	-11%
O=C1OC(c2ccc(F)cc2)=N/C1=C\C=C/c1ccccc1	-7	6%	-5	7%	-4%	6%	?
Cc1c(Br)ccc(NC(=O)COc2ccccc2C(N)=O)c1C	22	5%	6	4%	-1%	-5%	64%[activator]
CCOc1cc(/C=N\NC(=O)OC)ccc1OC(=O)c1ccco1	6	2%	8	-4%	-4%	3%	-39%[5.75 µM]
CN(CC(=O)NC1CCCCCC1)S(=O)(=O)c1cnc[nH]1	2	-14%	-2	4%	-1%	7%	25%
COc1ccccc1C(=O)Nc1ccccc1N1CCN(S(C)(=O)=O)CC1	7	4%	1	-3%	3%	?	60%[activator]
Cc1ccc(C(=O)N/N=C\c2ccc(-c3ccc(Cl)c(Cl)c3)o2)cn1	7	-8%	1	-6%	3%	?	-52%
CCOc1ccccc1N=CC1=C(O)CC(c2ccccc2)CC1=O (stereo unspecified)	2	1%	-1	-19%	1%	5%	-26%
CC1(C)C(C(=O)N2CCN(c3ccc(Cl)cc3)CC2)C1(C)C	16	?	10	6%	3%	-11%	5%
Cc1ncc(CO)c(/C=N/Nc2cccc(Cl)n2)c1O	25	-9%	21	11%	5%	?	45%[activator]
Cc1c(C(=O)Nc2ccccn2)oc2ccccc12	109*	-11%	47*	2%	-19%	161%[activator]	-27%
COc1ccccc1CNS(=O)(=O)c1cc(C)ccc1OC	-6	-2%	-1	-5%	-3%	2%	.
CC(C)NC(=O)COC(=O)c1ccc(Cl)c(S(=O)(=O)N2CCCC2)c1	-3	?	-2	-11%	10%	-9%	.
CC(=O)c1cccc(NC(=O)N2CCC(c3nnc(SCC(N)=O)n3C)CC2)c1	-26	21%	-1	-2%	7%	.	18%
N#Cc1nc(-c2ccccc2)oc1N1CCCCC1	-4	-9%	12	-4%	0%	3%	?
O=C1C=C(c2ccc(-c3ccccc3)c(F)c2)C[C@@H](c2ccc(F)cc2)C1	.	14%	.	0%	.	?	0%
COc1ccc(C)cc1-n1c(=O)c2ccccc2c2ccccc2c1=O	-7	5%	14	-1%	-2%	2%	39%
CC(C(=O)NC1=NCCS1)(C(F)(F)F)C(F)(F)F	10	13%	-4	-2%	0%	-2%	.
Cc1cccc(C)c1NC(=O)c1sccc1SCC#N	15	-24%	-2	-1%	4%	9%	-8%

Quoted from the listing:
In Shiga toxin inh, Cc1ncc(CO)c(/C=N/Nc2cccc(Cl)n2)c1O shows 25
In TbPYK inhibitor, Cc1ccc(C(=O)N/N=C\c2ccc(-c3ccc(Cl)c(Cl)c3)o2)cn1 shows -6%

(list continues)
SMILES	Shiga toxin inh	HCV inhibitor	Cycloheximide cs	TbPYK inhibitor	LmPK inhibitor	Pf growth 48h	Pf growth 96h
CC1(C)Cc2c(sc3nc(SCC(=O)NCc4ccco4)n(-c4ccccc4)c(=O)c23)CS1	14	?	0	1%	4%	-3%	.
Cc1cccc(N2C(=O)C(O)=C(C(=O)c3cccs3)C2c2ccccc2)n1 (stereo unspecified)	-8	7%	-3	-2%	1%	9%	13%
CC(C)CCNC(=O)c1cc(-c2ccco2)nc2ccccc12	-5	-24%	7	-8%	-7%	-22%	.
CCc1nnc(NC(=O)C2CC(=O)N(C3CCCC3)C2)s1 (stereo unspecified)	-6	0%	-1	-4%	6%	2%	-13%
CC(C)(C)C1CCC(C(=O)NNC(=O)c2ccncc2)CC1 (stereo unspecified)	.	?	.	-1%	.	17%	14%
O=C(Nc1ccc(OC(F)F)c(Cl)c1)c1cccc(OC(F)F)c1	67*	?	43*	8%	5%	.	-104%
CC(C)(Oc1ccc(Cl)cc1)C(=O)Nc1ccc(S(=O)(=O)Nc2ncccn2)cc1	-6	18%	-5	1%	0%	9%	3%
COc1cc2ccccc2cc1C(=O)OCC(=O)N1CCOCC1	21	-9%	8	-4%	0%	.	0%
CC(OC(=O)c1ccc2ncsc2c1)C(=O)NC1CCCCC1C (stereo unspecified)	.	?	.	-10%	.	3%	2%
Cc1ccc(CNC(=S)Nc2ccc(C)c([N+](=O)[O-])c2)cc1	11	-20%	5	4%	4%	4%	-26%
O=C(c1ccc(F)c(F)c1)N1CCCc2ccccc21	1	11%	-4	0%	0%	-6%	69%[activator]
CCOc1cc(/C=N/NC(=O)OC)ccc1OCCSc1ccc(Cl)cc1	-6	-29%	-2	-1%	1%	?	10µM*
CCC(=O)N1CCC(NC(=O)Nc2ccc(OC(F)(F)F)cc2)CC1	.	0%	.	4%	.	?	-7%
COC(=O)c1sc2cc(C(F)(F)F)cnc2c1-c1ccccn1	-2	14%	-4	0%	4%	14%	41%[activator]
CCc1ccc(S(=O)(=O)Nc2ccc(-c3ccc4nncn4n3)cc2)s1	.	3%	.	-1%	.	42%[activator]	?
COc1ccccc1N(CC(=O)N1CCc2ccccc2C1)S(C)(=O)=O	-12	2%	-2	0%	-12%	-12%	-22%
O=C(Nc1ccc(F)cc1)OCCOc1ccc(Br)cc1	5	-6%	5	3%	1%	-13%	-4%
COc1ccc(N(C(=O)COc2ccccc2)C2C=CS(=O)(=O)C2)cc1 (stereo unspecified)	2	22%	-2	3%	-2%	-8%	-5%
Cc1ccc(C2=N/C(=C\N3CCCCC3)C(=O)O2)cc1	143*	-20%	73*	-1%	0%	.	?
COc1ccc(N=c2oc3cc(O)ccc3cc2C(=O)Nc2ccccn2)cc1OC	93	?	18	0%	-6%	4.7µM*	-11%

Copied from the listing (3 entries):
SMILES	Shiga toxin inh	HCV inhibitor	Cycloheximide cs	TbPYK inhibitor	LmPK inhibitor	Pf growth 48h	Pf growth 96h
COc1ccc(N(C(=O)COc2ccccc2)C2C=CS(=O)(=O)C2)cc1 (stereo unspecified)	2	22%	-2	3%	-2%	-8%	-5%
Cc1ccc(C2=N/C(=C\N3CCCCC3)C(=O)O2)cc1	143*	-20%	73*	-1%	0%	.	?
COc1ccc(N=c2oc3cc(O)ccc3cc2C(=O)Nc2ccccn2)cc1OC	93	?	18	0%	-6%	4.7µM*	-11%

Next part.
SMILES	Shiga toxin inh	HCV inhibitor	Cycloheximide cs	TbPYK inhibitor	LmPK inhibitor	Pf growth 48h	Pf growth 96h
COC(=O)CCC(=O)NC(=S)Nc1ccc(S(=O)(=O)Nc2cc(OC)nc(OC)n2)cc1	4	7%	-2	-2%	8%	7%	-6%
CC(=O)NC(C)c1ccc(Cl)c(Cl)c1 (stereo unspecified)	-10	-5%	-1	4%	-1%	.	-4%
Cc1ccc(NC(=O)CSc2ccc(-c3ccc(-n4cccn4)cc3)nn2)c(C)c1	.	19%	.	2%	.	11%	10%
C=CCNCC(=O)Nc1ccccc1SCC(=O)Nc1ccsc1C(=O)OC	-15	?	-2	-2%	-12%	-14%	-7%
COc1cc(C(c2c(C)[nH][nH]c2=O)c2c(C)[nH][nH]c2=O)cc([N+](=O)[O-])c1O	-7	14%	-3	-1%	0%	?	-27%
CC(C)c1ccc(N(C(=O)CNC(=O)c2ccco2)C(C(=O)NC2CCCC2)c2cccnc2)cc1 (stereo unspecified)	-7	20%	-5	-6%	-10%	?	0%
O=C(O)C1=C[C@@H](c2ccc(F)cc2)C[C@@H](OCCCCO)O1	-3	16%	-3	-7%	-5%	-10%	5%
Cc1nnc(SCc2ccccc2)[nH]c1=O	5	6%	3	2%	6%	16%	0%
COC(=O)C1=C(N)Oc2cc(C)n(Cc3cccnc3)c(=O)c2C1c1cccc(OC)c1OC (stereo unspecified)	-7	-1%	-3	4%	3%	2%	.
CCCCn1nnnc1NCc1ccc(C)cc1	1	7%	-3	-3%	-1%	2%	28%
CCOC(=O)C1Cn2c(nc3c(c2=O)C2(CCCC2)Cc2ccccc2-3)S1 (stereo unspecified)	-21	?	-3	-5%	6%	?	-4%
COc1ccccc1/C=C/C=N/n1c(-c2ccccc2)n[nH]c1=S	-5	18%	1	?	4%	?	?
CC1=NN(c2ccccc2)C(=O)/C1=C\C=C\c1ccccc1	-3	?	-4	0%	-2%	?	12µM*
Cc1ccc(-c2c(C#N)c(N)n(-c3ccccc3)c(=O)c2C#N)cc1	-17	11%	-1	-5%	2%	0%	27%
CCOc1ccc(OCc2ccc(C(=O)NN)o2)cc1	54*	11%	30*	-1%	4%	72%[activator]	182%[activator]
O=C(c1cccc(S(=O)(=O)N2CCCCC2)c1)N1CCOCC1	9	6%	-2	4%	2%	10%	.
COc1ccc(N2C3=[N+](CCCC3)CC2(C)O)cc1 (stereo unspecified)	1	5%	-4	-4%	4%	?	295%[activator]
CCn1c(SCC(=O)N2CCCCC2)nnc1-c1ccc(S(=O)(=O)N2CCN(C)CC2)cc1	-6	-2%&-4%	-2	-2%	-2%	11%	-1%
NC(=O)c1ccc(NC(=O)COC(=O)c2c[nH]c3ccccc23)cc1	.	1%	.	0%	.	41%[activator]	37%[activator]
Cc1ccc(C(=O)Nc2cccc(NC(=O)c3ccc(C)c([N+](=O)[O-])c3)n2)cc1[N+](=O)[O-]	7	?	0	-4%	0%	1.7µM*	?
O=C(CN1C(=O)C2C3CC(C(Br)C3Br)C2C1=O)N1CCOCC1 (stereo unspecified)	-7	-16%	-5	-7%	-5%	16%	0%
CC1CCCCN1CCn1c(=S)[nH]c2ncccc2c1=O (stereo unspecified)	-4	8%	-5	5%	1%	-14%	10%
COC1CCN(C(=O)C2CCC(=O)N(C3CCCCCC3)C2)CC1 (stereo unspecified)	52*	11%	36*	-8%	-16%	2%	3%
CCC1C(C#N)=C(SC)NC2=C1C(=O)CC(C)(C)C2 (stereo unspecified)	-14	12%	-4	-1%	1%	-22%	?
O=C(Cn1nc(CNc2ccc(Cl)cc2)[n+]2c1CCCCC2)c1ccccc1	-3	13%	2	3%	3%	0.93µM*	?
O=C(NCc1ccccc1)N1CCN(c2ccccc2F)CC1	-5	0%	-3	-5%	1%	6%	-11%
COc1cc(NC(=O)COC(=O)Cc2ccsc2)cc(OC)c1	.	4%	.	4%	.	18%	14%
Cn1ccnc1SCC(=O)Nc1ccc2c(c1)OC(F)(F)O2	22	.	15*	.	2%	0%	50%[activator]
COC(=O)c1cccc2c1-c1ccccc1/C2=N/O	-25	?	-2	0%	6%	-8%	-11%
CCC1C(=O)NCCN1C(=O)c1ccc(OC)c(OC2CCN(C(C)=O)CC2)c1 (stereo unspecified)	-1	-9%	-2	2%	-2%	22%	?
CCN(CCNC(=O)C1CCN(S(=O)(=O)c2cccc3cccnc23)CC1)c1ccccc1	2	?	-4	-2%	1%	6.6µM*	-19%
N#CCN1C(=S)N=C(Nc2cccc(Cl)c2)C12CCCCC2	2	-5%	-2	0%	3%	?	-3%
COc1ccc(-c2cc(C(=O)N3CCCCCC3)c3ccccc3n2)cc1	.	?	.	4%	.	9.3µM*	3.3µM*
CCOC(=O)C1=C(c2ccccc2)OC(N)=C(C#N)C1c1ccco1 (stereo unspecified)	16	-4%	0	1%	5%	9%	-9%

Rows are unselected; 24% or so of the library scored in one or more.
